Screens: PubChem BioAssay, several laboratories
HIF activator: HIF pathway transcriptional activation; 0.32% of 300,000 active; U2OS HRE-luciferase reporter, luminescence; normalized: DMSO 0%, desferrioxamine 100%; AID 1910; activation, % at 7.5 µM (by protocol);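 active means mean activation of at least 10% of the iron chelator positive control signal, with at least half of replicates also reaching 10%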
MrgX1 PAM: allosterically activates human MrgX1 receptor signaling | MrgX1-HEK293, Fluo-4 calcium flux, FDSS; hits give high values | B-score at 10 µM | 0.63% of 310,000 active;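 active means plate-corrected calcium response at least 3 library SD above typical, normal starting fluorescence, not activating the receptor alone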;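 further: compound read alongside a low EC10 to EC30 dose of BAM8-22 agonist; peak minus trough fluorescence over baseline measured at the second addition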
TRPC6 activator: activates the mouse TRPC6 cation channel; AID 2550; HEK293-TRPC6 membrane potential dye fluorescence; hits give high values; 0.13% of 310,000 active; B-score at 10 µM; Q61143;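 active means B-score of the integrated fluorescence ratio above library mean plus 3 SD, and starting fluorescence ratio within library mean plus 5 SD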;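 further: higher score means more depolarization so channel activation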
Target sequence (Q61143 whole entry, looked up): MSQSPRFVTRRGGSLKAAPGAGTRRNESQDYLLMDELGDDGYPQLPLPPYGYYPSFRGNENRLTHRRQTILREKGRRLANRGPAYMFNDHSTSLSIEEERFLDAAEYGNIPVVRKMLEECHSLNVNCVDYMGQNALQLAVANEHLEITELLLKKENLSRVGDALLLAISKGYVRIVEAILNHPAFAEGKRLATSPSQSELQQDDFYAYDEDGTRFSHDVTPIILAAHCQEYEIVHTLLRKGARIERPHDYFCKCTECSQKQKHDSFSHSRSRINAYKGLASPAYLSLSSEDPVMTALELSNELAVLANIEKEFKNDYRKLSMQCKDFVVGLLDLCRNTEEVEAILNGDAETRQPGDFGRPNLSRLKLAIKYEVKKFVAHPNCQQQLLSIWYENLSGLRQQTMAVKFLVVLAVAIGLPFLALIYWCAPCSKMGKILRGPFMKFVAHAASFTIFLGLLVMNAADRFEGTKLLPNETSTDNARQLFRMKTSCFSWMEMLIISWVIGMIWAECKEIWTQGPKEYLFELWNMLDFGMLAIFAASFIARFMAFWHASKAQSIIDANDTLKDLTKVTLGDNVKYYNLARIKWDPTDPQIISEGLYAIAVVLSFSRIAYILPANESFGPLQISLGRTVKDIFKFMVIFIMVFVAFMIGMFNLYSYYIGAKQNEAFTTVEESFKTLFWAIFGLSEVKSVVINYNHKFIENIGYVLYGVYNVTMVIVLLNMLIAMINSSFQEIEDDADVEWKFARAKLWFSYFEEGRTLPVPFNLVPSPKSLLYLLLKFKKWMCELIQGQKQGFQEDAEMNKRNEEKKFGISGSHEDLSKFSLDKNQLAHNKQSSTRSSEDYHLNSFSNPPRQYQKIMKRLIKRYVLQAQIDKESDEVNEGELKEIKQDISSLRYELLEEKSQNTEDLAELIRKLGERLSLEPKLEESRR
MrgX1 ag: agonists of human MrgX1 receptor; AID 588627; Q96LB2; B-score at 10 µM; 0.44% of 310,000 active; MrgX1-HEK293 cells, Fluo-4 calcium fluorescence, agonist mode; hits give high values;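 active means calcium response B-score plate-corrected fluorescence ratio at least 3 library SD, with starting fluorescence B-score inside 5 SD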
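Material: HEK293 cells stably expressing human MrgX1 receptor | Quantity: 15,000 cells per well | Times: Cells plated overnight, dye loaded 0.5 h 37 °C, 0.5 h room temperature | Measured by: Kinetic Fluo-4 NW fluorescence of intracellular calcium | Control set: Positive and negative controls per plate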
SKKanGAS inh: blocks kanamycin growth of S. pyogenes SKKanGAS strain; BacTiter-Glo, 6 h; inhibition, % at 7.5 µM; 1.3% of 300,000 active;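 active means mean replicate score, as percent of positive control median, at least 50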;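 further: strain carries kanamycin resistance gene driven by streptokinase promoter and grows in 40 µg/ml kanamycin; loss of luminescence reflects streptokinase promoter inhibition or plain growth inhibition; 0% = median of DMSO wells and 100% = positive control at its reference dose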
MrgX1 antag: antagonists of human MrgX1 receptor; Q96LB2; AID 588676; MRGX1-HEK293 calcium flux, Fluo-4, BAM8-22 antagonism; hits give low values; 1.3% of 310,000 active; B-score at 10 µM;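 active means calcium-response B-score plate-corrected more than 3 library SD below zero, starting fluorescence within 5 deviations, no agonist response on first addition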;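 further: peak minus trough fluorescence over baseline after final BAM8-22 challenge near maximal dose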
Platelet DG rel: modulates dense granule release in human platelets; AID 1663; human platelet-rich plasma, SFLLRN dense granule ATP release, luminescence; inhibition, %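 (compounds screened at 7.5 µM in platelet-rich plasma)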; 0.22% of 300,000 active;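 active means mean replicate score, as percent of positive control, at or above 50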
RGS4 pot: potentiators or activators of RGS4 | B-score at 10 µM | 0.92% of 310,000 active | AID 463111 | HEK293 M3R/inducible RGS4, carbachol calcium flux Fluo4; hits give low values;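 active means B-score of the integrated calcium signal more than 4 SD below the library mean, with starting fluorescence not abnormally high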;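 further: negative B-score means reduced calcium response which marks RGS4 activation or potentiation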
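Detection: kinetic calcium fluorescence imaging with Fluo4-AM dye, 2 µM / Material: HEK293 cells with stable M3R and inducible RGS4 / Schedule: recording 10 s baseline at 1 Hz, 100 s post-agonist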
TRPC6 inhibitor: blocks the mouse TRPC6 cation channel | Q61143 | B-score at 10 µM | HEK293-TRPC6, membrane potential dye, ACh-evoked depolarization; hits give low values | 1.1% of 310,000 active;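 active means B-score under library mean minus 3 SD, initial fluorescence not abnormally high, positive integrated signal ratio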;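 further: B-score derived from integrated fluorescence ratio over the kinetic read; more negative B-score means stronger inhibition of depolarization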
RGS4 inh: human RGS4 inhibition; B-score at 10 µM; HEK293 M3R/RGS4 inducible, Fluo-4 calcium flux; hits give high values; triggered by carbachol at its EC20; 0.45% of 310,000 active;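 active means B-score, a plate-corrected calcium signal, over three deviations above library mean, with baseline fluorescence within five deviations of library mean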;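 further: RGS4 expression induced by doxycycline in cells with stable M3 receptor; B-score is computed from the integrated fluorescence ratio over baseline after carbachol; higher B-score means a larger calcium signal and so more RGS4 inhibition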
Target sequence (P49798 whole entry, looked up): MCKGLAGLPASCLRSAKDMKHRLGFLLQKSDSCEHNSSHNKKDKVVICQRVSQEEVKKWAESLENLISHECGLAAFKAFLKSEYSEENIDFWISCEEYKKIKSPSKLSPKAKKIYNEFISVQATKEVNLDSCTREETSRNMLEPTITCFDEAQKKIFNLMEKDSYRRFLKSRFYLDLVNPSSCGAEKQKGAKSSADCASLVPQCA
TRPC4 block: TRPC4 (mouse) channel inhibition; 0.39% of 300,000 active; Q9QUQ5; B-score at 10 µM; HEK293 TRPC4beta/mu-opioid, DAMGO-evoked Fluo4 calcium flux; hits give low values;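 active means B-score over 3 SD under the library average, no early fluorescence shift, positive overall ratio signal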
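Material: HEK293 cells with stable TRPC4beta plus mu-opioid receptor expression / Probe or stimulus: DAMGO in two steps, submaximal then maximal / Compound: single concentration per test compound / Technique: kinetic Fluo4 fluorescence imaging of calcium influx / Read-out: per-well B score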
* hit, by the source's call; i = inactive; . = no result given.

Value order: HIF activator	MrgX1 PAM	TRPC6 activator	MrgX1 ag	SKKanGAS inh	MrgX1 antag	Platelet DG rel	RGS4 pot	TRPC6 inhibitor	RGS4 inh	TRPC4 block
- COc1cccc(CN(C)C(=O)c2ccc3c(=O)n4c(nc3c2)CCC4)c1
  0.3	i	i	i	-1	i	9	i	i	i	i
- COC(=O)[C@H](Cc1ccccc1)NC(=O)N1CCC(C)CC1
  -0.3	i	i	i	-7	i	-10	i	i	i	i
- CC1(C)CC(=O)C=C(NCc2cccnc2)C1
  0.2	i	i	i	-3	i	-10	i	i	i	i
- COc1cc(NCCC(=O)c2cccs2)c(OC)cc1Cl
  -0.5	i	i	i	4	i	-1	i	i	i	i
- CC(=O)Nc1c(O)nc(SCC(=O)Nc2nnc(SCc3ccccc3)s2)[nH]c1=O
  -0.1	i	i	i	5	i	3	i	i	i	i
- CN(Cc1c(F)cccc1Cl)C(=O)c1ccc(NC(=O)CC2SC(N3CCCC3)=NC2=O)cc1 (centres undefined)
  -14	i	i	i	-3	i	5	i	i	i	i
- CCCCC(=O)Nc1cccc(NC(=O)c2ccc(Br)o2)c1
  0.0	i	i	i	-5	i	-5	i	i	i	i
- CC(O)CNc1ncnc2cc(-c3ccc(F)cc3)sc12 (centres undefined)
  0.9	i	i	i	1	i	-3	i	i	i	i
- NC(=O)COC(=O)Cc1coc2cc3c(cc12)CCC3
  -1.0	i	i	i	-5	i	-3	i	i	i	i
- COc1ccc(OC)c(NC(=O)COC(=O)Cc2ccc(-c3ccccc3)cc2)c1
  0.2	i	i	i	1	i	7	i	i	i	i

Other entries.
Value order: HIF activator	MrgX1 PAM	TRPC6 activator	MrgX1 ag	SKKanGAS inh	MrgX1 antag	Platelet DG rel	RGS4 pot	TRPC6 inhibitor	RGS4 inh	TRPC4 block
- O=C(c1ccc(Cl)cc1)c1nnc(-c2ccncc2)o1
  0.2	i	i	i	1	i	1	i	i	i	i
- COc1ccc(Oc2c(C(F)(F)F)oc3cc(OCC(=O)O)ccc3c2=O)cc1
  -0.9	i	i	i	-3	i	3	i	-5.2*	i	i
- COc1ccc(NC(=O)c2c(NC(=O)CNCc3ccco3)sc3c2CCC3)c(OC)c1
  -0.2	i	i	i	11	i	-2	i	i	i	i
- O=[N+]([O-])c1cc([N+](=O)[O-])c(Oc2ccc(F)cc2)cc1NN1CCCCC1
  0.0	i	i	i	2	i	-3	i	i	i	i
- CCOc1ccc(C(=O)Nc2ccc(C(=O)N3CCOCC3)cc2)c(OCC)c1
  -0.2	i	i	i	5	i	-5	i	i	i	i
- COc1cccc(C2NC(=O)CCC2[N+](=O)[O-])c1 (centres undefined)
  0.0	i	i	i	7	i	7	i	i	i	i
- CC(=O)OC(C(=O)N1CCN(c2ccc(F)cc2)CC1)c1ccccc1 (centres undefined)
  -0.5	i	i	i	-2	i	0	i	i	i	i
- CCCCn1nnnc1SCC(=O)c1cc(Cl)ccc1OC
  1.0	i	i	i	10	i	6	i	i	i	i
- COc1cccc(CNC(=O)CCC(=O)n2ncc3cc(C)ccc32)c1OC
  0.3	i	i	i	-3	i	7	i	i	i	i
- COc1ccc(C2C(C(=O)Nc3cccc(C)n3)CCC(=O)N2c2ccc(OC)cc2)cc1 (centres undefined)
  -0.6	i	i	i	-14	i	-15	i	i	i	i

Next part:
Value order: HIF activator	MrgX1 PAM	TRPC6 activator	MrgX1 ag	SKKanGAS inh	MrgX1 antag	Platelet DG rel	RGS4 pot	TRPC6 inhibitor	RGS4 inh	TRPC4 block
- CN1/C(=C\C(=O)COC(=O)CNC(=O)c2ccccc2F)C(C)(C)c2ccccc21
  -0.1	i	i	i	3	i	-12	i	i	i	i
- O=S(=O)(Nc1ncnc2c1oc1ccccc12)c1ccc(Cl)s1
  3.5	19*	i	i	11	i	0	i	i	i	i
- Cn1cc(C(=O)C(=O)N2CCN(c3ccccc3)CC2)c2ccccc21
  -0.1	i	i	i	-7	i	13	i	i	i	i
- CCN(CC)S(=O)(=O)c1cc(NC(=O)CNc2cccc(S(=O)(=O)N3CCOCC3)c2)ccc1C
  0.4	i	i	i	-1	i	-3	i	i	i	i
- CCOC(=O)N1CCN(C(=O)CNC(=O)C23CC4CC(CC(C4)C2)C3)CC1
  -26	i	i	i	1	i	-6	i	i	i	i
- CCOC(=O)C1CCCN(c2cc(C)nc3cc(-c4ccc(F)cc4)nn23)C1 (centres undefined)
  -0.3	i	i	i	7	i	8	i	i	i	i
- COC(=O)c1cc(S(=O)(=O)Nc2ccc(C)c(F)c2)c[nH]1
  -0.1	i	i	i	5	i	-2	i	i	i	i
- N#CC1=C(N)N(c2ccccc2)C2=C(C(=O)CCC2)C1c1ccccc1 (centres undefined)
  -0.4	i	i	i	5	i	-2	i	i	i	i
- Cn1cc(C(=O)Nc2ccc3c(c2)CCC3)cn1
  0.7	i	i	i	-4	i	2	i	i	i	i
- CC(=O)Oc1ccc(C(=O)Cc2ccccn2)c(O)c1
  0.2	i	i	i	-5	i	-6	i	i	i	i

Reprinted from the part before: two entries, then new ones.
Value order: HIF activator	MrgX1 PAM	TRPC6 activator	MrgX1 ag	SKKanGAS inh	MrgX1 antag	Platelet DG rel	RGS4 pot	TRPC6 inhibitor	RGS4 inh	TRPC4 block
- Cn1cc(C(=O)Nc2ccc3c(c2)CCC3)cn1
  0.7	i	i	i	-4	i	2	i	i	i	i
- CC(=O)Oc1ccc(C(=O)Cc2ccccn2)c(O)c1
  0.2	i	i	i	-5	i	-6	i	i	i	i
- CCOC(=O)c1ccc(N2CCCCC2)c(NS(=O)(=O)c2ccc(C)cc2)c1
  0.9	i	i	i	-16	i	-8	i	i	i	i
- O=S(=O)(CCN(CCS(=O)(=O)C(F)(F)F)CC1CCCO1)C(F)(F)F (centres undefined)
  -0.3	i	i	i	4	i	3	i	i	i	i
- CC(Sc1nnnn1C1CCCCC1)C(=O)O (centres undefined)
  -0.3	i	i	i	1	i	3	i	i	i	i
- COC(=O)c1cc(-c2ccc(NC(C)=O)cc2)nc2ccccc12
  -0.1	i	i	i	-2	i	1	i	i	i	i
- O=C(c1ccc2c(c1)CCN2S(=O)(=O)c1ccccc1)N1CCN(c2ccccc2)CC1
  -0.7	i	i	i	4	i	-5	i	i	i	i
- Cc1cccc(N2CCN(C(=O)C3CCN(S(=O)(=O)c4c(C)noc4C)CC3)CC2)c1C
  -0.4	i	i	i	2	i	-1	i	i	i	i
- COc1cc(C(=O)NCCC(=O)N2CCC3(CC2)NCCc2[nH]cnc23)cc(OC)c1OC
  0.3	i	i	i	0	i	0	i	i	i	i
- O=C1C(=O)N(CCO)C(c2ccccc2)/C1=C(\O)c1ccccc1 (centres undefined)
  .	i	i	i	-3	i	-1	i	i	i	i
- CCOc1ccc(S(=O)(=O)N(CC(=O)O)c2ccccc2)cc1
  -0.1	i	i	i	-9	i	-6	i	i	i	i
- COc1cc2c(=O)n(CCCN3CCOCC3)c(=S)[nH]c2c(OC)c1OC
  0.1	i	i	i	-1	i	-2	i	i	i	i

More entries
Value order: HIF activator	MrgX1 PAM	TRPC6 activator	MrgX1 ag	SKKanGAS inh	MrgX1 antag	Platelet DG rel	RGS4 pot	TRPC6 inhibitor	RGS4 inh	TRPC4 block
- Cc1cc(OCc2cc(C(=O)N(C)Cc3ccccn3)no2)cc(C)c1Cl
  3.6	i	i	i	0	i	-3	i	i	i	i
- CC(C)(C#N)c1cc(Cn2cncn2)cc(C(C)(C)C#N)c1
  -0.1	i	i	i	0	i	-4	i	i	i	i
- CCOc1ccc(/C(O)=C2/C(=O)C(=O)N(c3ncccn3)C2c2ccc(C)cc2)cc1 (centres undefined)
  0.4	i	i	i	-4	i	-2	i	i	i	i
- COc1ccc(-c2c3c(nc4sc5c(=O)[nH]c(C)nc5c24)CCC3)cc1
  -0.1	i	i	i	5	i	-4	i	i	i	i
- Cn1c(=O)c2c(ncn2CC(=O)N2CCCCCC2)n(C)c1=O
  -0.7	i	i	i	0	i	-7	i	i	i	i
- Cc1cc(C)c(C)c(S(=O)(=O)N2CCCCC2C(=O)O)c1C (centres undefined)
  -0.6	i	i	i	0	i	2	i	i	i	i
- CCCNC(=O)c1ccc2c(c1)nc(C)n2-c1cccc(C)c1
  0.0	i	i	i	-2	i	17	i	i	i	i
- CC(C)CCNC(=O)c1cnn2c(C(F)(F)F)cc(-c3ccco3)nc12
  -0.4	i	i	i	1	i	-4	i	i	i	i
- O=C(CN1C(=O)S/C(=C\c2ccc(F)cc2)C1=O)NC1C=CS(=O)(=O)C1 (centres undefined)
  -1.4	i	i	i	-4	i	-5	i	i	i	i
- COC(C[C@H](O)C[C@@H](O)[C@H](C)OCc1ccccc1)OC
  0.3	.	i	.	1	.	6	i	i	i	i

Other compounds.
Value order: HIF activator	MrgX1 PAM	TRPC6 activator	MrgX1 ag	SKKanGAS inh	MrgX1 antag	Platelet DG rel	RGS4 pot	TRPC6 inhibitor	RGS4 inh	TRPC4 block
- O=C(Nc1ccccc1)c1cc(-n2cnnc2)ccc1Cl
  -0.2	i	i	i	-3	i	4	i	i	i	i
- CCC(=O)NC1=C(Nc2ccc(N)cc2)C(=O)c2ccccc2C1=O
  0.4	i	i	i	16	i	16	i	i	i	i
- CCn1c(O)c2ccc(C(=O)N=NC(=O)c3ccccc3)cc2c1O
  0.5	i	i	i	3	i	-2	i	i	i	i
- CCC(Sc1nc2c(c(=O)n1CC)SC(C)C2)C(=O)OC (centres undefined)
  0.5	i	i	i	-3	i	4	i	i	i	i
- O=C(COc1ccccc1)Nc1ccc(S(=O)(=O)NCc2ccco2)cc1
  0.0	i	i	i	-8	i	6	i	i	i	i
- CNC(=O)OC(C)CNS(=O)(=O)c1ccc(C)cc1 (centres undefined)
  -0.2	i	i	i	-2	i	10	i	i	i	i
- Cc1cccc(NC(=O)CC(C)(C)C)c1
  -1.5	i	i	i	6	i	-2	i	i	i	i
- CCCn1nc(NC(=O)c2cccs2)c2cc3cc(OC)ccc3nc21
  1.2	i	i	i	9	i	-4	i	i	i	i
- O=C(CN1C(=O)S/C(=C\C=C\c2ccccc2)C1=O)Nc1ccc(C(=O)O)cc1
  0.1	i	i	i	26	i	-2	i	i	i	i
- CCOCC(=O)Nc1cc(C(=O)NCCC(C)C)ccc1Cl
  0.0	i	i	i	-7	i	-4	i	i	i	i
- CC(OC(=O)c1ccccc1Nc1ccc(SC(F)F)cc1)C(N)=O (centres undefined)
  -1.5	i	i	i	-8	i	-22	i	i	i	i
